SR-BI HDL uptake: blocks mouse SR-BI lipid uptake from DiI-HDL; hit rate 0.96% among 320,000; ldlA[mSR-BI] CHO cells, DiI-HDL uptake fluorescence, 3 h; Q61009; inhibition, % at 12.5 µM; AID 488896;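 active = mean replicate inhibition of at least 70% and a set share of replicates each scoring 70 or more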;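 note: 0% = median of neutral control wells and 100% = median of positive control wells; values of inactives mirror those of a sister screen read the other way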
Target sequence (Q61009 whole entry, looked up): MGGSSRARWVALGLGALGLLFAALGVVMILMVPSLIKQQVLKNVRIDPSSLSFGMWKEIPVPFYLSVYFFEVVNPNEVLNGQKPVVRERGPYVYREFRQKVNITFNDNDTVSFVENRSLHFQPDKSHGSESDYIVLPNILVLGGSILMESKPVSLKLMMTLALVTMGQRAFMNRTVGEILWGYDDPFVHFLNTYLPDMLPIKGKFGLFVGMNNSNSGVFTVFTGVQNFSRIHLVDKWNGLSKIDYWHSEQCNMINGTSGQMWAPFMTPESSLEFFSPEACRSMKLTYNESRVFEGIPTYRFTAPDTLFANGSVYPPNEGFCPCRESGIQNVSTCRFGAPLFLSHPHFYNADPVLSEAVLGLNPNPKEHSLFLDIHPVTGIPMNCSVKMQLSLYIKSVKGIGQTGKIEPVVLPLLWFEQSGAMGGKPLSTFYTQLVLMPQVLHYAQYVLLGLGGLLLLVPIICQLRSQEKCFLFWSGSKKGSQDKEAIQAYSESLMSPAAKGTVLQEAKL
Tat transport: inhibitors of E. coli Tat protein transport; E. coli MC4100 TorA-mCherry Tat export, fluorescence; inhibition, % at 10 µM; hit rate 0.036% among 340,000; AID 488895;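 active = mean replicate inhibition at least 50% and at least half of replicates individually reaching 50%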;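 note: exported cargo escapes ClpAP degradation while cytoplasmic cargo is degraded and loses fluorescence; 0% = median of neutral control wells and 100% = median of NaSCN control wells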
Ecoli viability: reduces bacterial viability in AddAB counter-screen; inhibition, % at 11.9 µM; E. coli V3065 growth, OD600 absorbance, 18 h; AID 449728; hit rate 0.27% among 330,000;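 active = inhibition above the campaign's mean inhibition across all tested compounds plus 3 SD, cut at about 9.9% in these data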;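 note: uninfected addAB+ strain grown without phage in ampicillin broth; 0% = DMSO wells and 100% = ciprofloxacin 0.95 µg/ml wells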
MITF TRPM1 HTS: increases MITF-driven TRPM1 promoter luciferase signal | SK-MEL-5 TRPM1-promoter luciferase, 24 h; % of positive control, neutral wells = 0 | activation, % at 12.5 µM | hit rate 0.75% among 300,000 | AID 588334;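 active = mean activation of at least 80% with every replicate also reaching 80%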;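 note: 0% = neutral control wells and 100% = parthenolide positive control wells; values of inactives mirror those of a sister screen read the other way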
Wnt bcat act: activates Wnt/beta-catenin signaling in a reporter cell assay; activation, % at 9.35 µM; hit rate 1.2% among 300,000; AID 743398; activator, plate reader; in the data active = activation above about 30%, passing the limit was not always enough;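 note: 0% = neutral control wells and 100% = positive control wells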
phage Ecoli inh: E. coli growth loss with phage present; growth absorbance; inhibition, % at 11.9 µM; hit rate 0.26% among 360,000; in the data active = inhibition above about 11%
SR-BI uptake up: SR-BI HDL lipid transfer activation | CHO ldlA[mSR-BI] cells, DiI-HDL uptake fluorescence, 3 h; 100 = double the neutral-control signal | activation, % at 12.5 µM | hit rate 0.096% among 320,000 | AID 504775;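 active = mean replicate activation of at least 60% and every replicate at or above 60%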;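 note: 0% = median plate neutral-control signal and 100% = twice that signal; values of inactives mirror those of a sister screen read the other way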
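Test system: SR-BI-overexpressing, LDLR-lacking CHO cells; Medium: Ham's F12 with 0.5% BSA, HEPES 25 mM, pH 7.4; Schedule: 3 h, 37 °C; Technique: bottom-read fluorescence, 550/595 nm.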
CAL PDZ FP-1: inhibitors of human CAL PDZ peptide binding; Q9HD26; purified CAL PDZ, TMR-peptide fluorescence polarization, 1 h; inhibition, % at 20 µM; hit rate 0.02% among 330,000; AID 504414;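 active = highest replicate inhibition of at least 40%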;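 note: plate controls were DMSO neutral control wells for no effect and unlabeled competitor peptide control wells for full effect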
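Read-out basis: mP drop reported as inhibition | Assay system: Tagged CAL PDZ protein CerCALP, purified | Benchmarks: Unlabelled peptide for full inhibition, DMSO wells as neutral | Schedule: 1 h incubation at room temperature before polarization reading | Buffer or medium: Sodium phosphate/NaCl buffer pH 7.4 with TCEP, IgG, Thesit | Doses: Single point, 20 µM | Measured by: Fluorescence polarization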
CAL PDZ FP-2: inhibitors of human CAL PDZ peptide binding; hit rate 0.92% among 300,000; inhibition, % at 24.9 µM; Q9HD26; AID 602252; purified CAL PDZ, TMR-peptide fluorescence polarization, 1 h;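 active = mean inhibition of at least 30% with at least half of replicates also reaching 30%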;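 note: 0% = DMSO neutral control and 100% = excess unlabeled competitor peptide PRC23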
AddAB inh: less growth of phage-infected E. coli with AddAB | inhibition, % at 11.9 µM | hit rate 0.29% among 330,000 | AID 435030 | E. coli expressing H. pylori AddAB, absorbance growth; in the data active = inhibition above about 12%;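 note: 0% = vehicle wells of infected cells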
Numbers without * were called inactive; nt = not tested or not shown; & = joins results of further samples.

SMILES	SR-BI HDL uptake	Tat transport	Ecoli viability	MITF TRPM1 HTS	Wnt bcat act	phage Ecoli inh	SR-BI uptake up	CAL PDZ FP-1	CAL PDZ FP-2	AddAB inh
CCOc1ccccc1C1CC(=O)Nc2cc3c(cc21)OCCO3 (centres undefined)	-27	-3	1.2	-7	nt	0.5	27	-0.6	-1	-0.2
COc1ccc(N2CCN(S(=O)(=O)c3cc4c5c(c3)C(C)C(=O)N5CCC4)CC2)cc1 (centres undefined)	-16	-5	1.8	-4	-1	-1.2	16	-1.1	-5	2.6
O=C(O)c1ccccc1-c1ccccc1C(=O)Nc1ccc(-c2nc3cc(Cl)ccc3o2)cc1	nt	6	-0.8	0	35*	-0.9	nt	-7.1	-11	-0.6
O=C(C1CCCO1)N1CCC(O)(c2ccccc2)CC1 (centres undefined)	-9	1	-2.4	1	19	1.9	9	-2.6	-2	-6.3
Cc1ccc(S(=O)(=O)/N=C/c2ccc(N(C)C)cc2)cc1	3	1	1.1	-4	nt	3.1	-3	-0.9	nt	-1.0
COc1n[nH]c(C(=O)Nc2nc3ccccc3s2)c1[N+](=O)[O-]	-18	-6	3.4	-12	53*	3.9	18	-0.8	66*	2.8
COc1nc(C)cc(C)c1S(=O)(=O)c1ccc(Cl)cc1	14	0	-1.4	10	-1	3.2	-14	-0.8	0	-0.4
COc1cc(CC(=O)NCCCc2ccccc2)cc(OC)c1OC	-8	23	-1.6	2	0	2.1	8	-0.4	-4	1.1
CCN(CC(=O)Nc1c(F)cccc1F)C(=O)c1cc2c(cc1Cl)N1CCCCCC1=NS2(=O)=O	1	-1	0.8	-11	-4	3.1	-1	0.1	14	1.2
COc1ccccc1C(=O)Nc1ccc2c3c(cccc13)CC2	nt	-3	3.0	62	nt	2.4	nt	-0.5	-6	3.1
CNC(=O)Oc1ccc2c(c1)[C@]1(C)CCN(C)[C@@H]1N2C	-8&-19	3&-5	-2.1&-2.9	19&3	-2&2	1.0&2.9	11&19	-0.7&0.0	-2&-2	-2.1&-1.1
CCOC(=O)c1[nH]nc(-c2c(O)cc(C)cc2O)c1-c1csc(C)n1	-2	9	1.2	-7	nt	1.9	2	-0.8	-1	3.5
CC(=O)OC1c2c(ccc3ccc(=O)oc23)OC(C)(C)C1OC(=O)CC(C)C (centres undefined)	2	13	1.9	12	-3	2.8	17	-1.3	-10	2.6
COc1ccc(N=C2SC(C(=O)Nc3ccc(OC)cc3)CC(=O)N2CCN2CCOCC2)cc1 (centres undefined)	-25	-6	1.2	0	nt	1.0	25	-0.3	-1	5.4
COc1ccc(COC(=O)N/N=C(\C)CC(=O)NCc2ccc(Cl)cc2)cc1	4	8	1.5	-1	-3	4.0	-4	0.0	-1	4.0
CCOC(=O)c1ccc(N2C(=O)CC(N3CCOCC3)C2=O)cc1 (centres undefined)	-18	-3	-0.4	0	nt	0.8	18	-1.0	-7	1.2
NC(=O)CC(NC(=O)c1ccccc1)c1ccc(NCCCN2CCCC2=O)c([N+](=O)[O-])c1 (centres undefined)	-11	0	-1.7	13	-1	1.7	11	0.0	0	1.8
Cc1cccc(OCC(=O)NNC(=O)CCc2ccccc2)c1	-40	-9	nt	0	-2	5.0	40	-0.2	2	nt
CN(c1ccc(Br)cc1)S(=O)(=O)c1ccc2[nH]cc(C(=O)NCCN3CCOCC3)c(=O)c2c1	-10	1	-1.9	5	-2	-1.5	10	-1.3	-2	1.2
Cc1ccc(-n2[nH]c(C)c(/C=N/c3ccccn3)c2=O)cc1	-9	2	-1.1	4	nt	1.6	9	-2.7	-1	-1.0
CCOc1ccc(CCNC(=O)CCC(=O)N2CCOc3ccccc32)cc1OCC	44	-2	-1.5	nt	-2	4.0	-44	-0.2	nt	0.3
CC(C)CCn1c(=O)c2ccccc2n2c(CCl)nnc12	-9	4	1.8	-28	0	1.8	9	1.2	-2	0.5
CCc1cc2cc(C)cc(C)c2nc1Cl	-2	-17	3.5	24	-2	0.2	2	-0.5	nt	0.8
CCOC(=O)CSC1=Nc2ccccc2C2=NC(CC(=O)NCc3ccc(OC)cc3)C(=O)N12 (centres undefined)	-9	1	2.2	-13	-5	3.0	9	0.1	-1	2.4
COc1ccc(S(=O)(=O)NC(C)C(=O)N2CCCC2)cc1C (centres undefined)	-21	-4	nt	7	0	0.4	21	-1.6	-1	nt
COc1ccc(-n2c(Cn3nc(C(F)(F)F)cc3C)n[nH]c2=S)cc1	1	-1	-1.4	3	nt	2.5	-1	-2.0	-3	2.3
CCOc1ccc(S(=O)(=O)N(CC(=O)NN=C2CCN(C)CC2)c2ccc(C)cc2)cc1	3	-5	nt	-2	2	-0.9	-3	-0.4	0	nt
O=C(c1ccc(-n2cccn2)cc1)N1CCc2ccccc2C1	4	8	0.9	nt	7	-0.3	-4	0.1	nt	1.3
CN1CCN(S(=O)(=O)c2ccc(N3CCN(S(=O)(=O)c4cccs4)CC3)nc2)CC1	-22	0	0.2	-1	nt	-0.6	22	-0.8	-2	3.3
O=C(Nc1ccc(S(=O)(=O)N2CCOCC2)cc1)C1CC(=O)N(c2ccc(F)cc2)C1 (centres undefined)	10	0	-0.3	18	2	-0.1	-10	-0.5	1	3.3
CCOc1cc(CN2CCCCC2)ccc1OC	-22	-7	1.1	-4	nt	1.7	22	nt	-6	2.3
COc1ccc(C(=O)c2c[nH]c(C(=O)NCC3CCCO3)c2)cc1 (centres undefined)	nt	-12	1.8	77	-3	-0.1	nt	-5.2	5	2.2
CCc1ccccc1NC(=S)NC1CC2CCC(C1)N2Cc1ccco1 (centres undefined)	-18	-1	0.7	7	-2	0.2	18	-3.1	0	0.3
COc1ccc(C(CNC(=O)c2cccn2C)N2CCOCC2)cc1 (centres undefined)	-12	-2	-1.6	44	18	0.7	12	-0.1	-3	1.6
Cc1ccc(CN2C(=O)CCC2C(=O)NCc2ccc(F)cc2)cc1 (centres undefined)	-3	-4	2.0	-7	nt	3.3	3	0.6	-4	-1.0
O=C1C=C(N2CCCCCC2)C2(CCCCC2)O1	5	3	0.7	-3	-3	-0.1	-5	0.1	nt	3.9

Complete entries as entered above. Screens in order: SR-BI HDL uptake	Tat transport	Ecoli viability	MITF TRPM1 HTS	Wnt bcat act	phage Ecoli inh	SR-BI uptake up	CAL PDZ FP-1	CAL PDZ FP-2	AddAB inh
Listed for Cc1ccc(-n2[nH]c(C)c(/C=N/c3ccccn3)c2=O)cc1 → -9	2	-1.1	4	nt	1.6	9	-2.7	-1	-1.0
Listed for CC(C)CCn1c(=O)c2ccccc2n2c(CCl)nnc12 → -9	4	1.8	-28	0	1.8	9	1.2	-2	0.5

More records.
SMILES	SR-BI HDL uptake	Tat transport	Ecoli viability	MITF TRPM1 HTS	Wnt bcat act	phage Ecoli inh	SR-BI uptake up	CAL PDZ FP-1	CAL PDZ FP-2	AddAB inh
Cc1ccc(-c2csc(NC(=O)COC(=O)c3cccc(S(=O)(=O)N4CCOCC4)c3)n2)cc1	nt	nt	-1.3	nt	45*	2.8	nt	nt	nt	-0.2
CCOC(=O)Nc1ccc(OCc2nnc3c4ccccc4c(C)nn23)cc1	3	-3	-0.6	9	0	2.0	-3	-2.1	-4	1.9
COc1ccc(-c2c(C#Cc3ccsc3)c3cc(Br)ccc3n2C)cc1	33	-2	-3.2	-11	-12	-0.3	-33	-0.1	-3	1.3
O=C(CNCc1cccnc1)Nc1cc(C(F)(F)F)ccc1N1CCOCC1	nt	3	-0.4	2	0	-0.8	nt	-2.8	-3	-2.2
Cc1ccccc1OCCCn1c(CO)nc2ccccc21	22	-2	1.6	5	0	-0.6	-22	-1.2	-1	-1.0
CCN(CC)S(=O)(=O)c1ccc(C)c(NC(=O)COc2ccc(Cl)cc2Br)c1	42	-2	-0.2	-13	-3	2.9	-42	0.6	-4	1.5
O=C(COC(=O)Cn1cc(C(F)(F)F)ccc1=O)Nc1ccc(Br)cc1F	-10	-15	nt	1	5	0.1	10	-2.8	-1	nt
O=C(C1CC(=O)N(c2ccccc2)C1)N1CCN(C2=NS(=O)(=O)c3ccccc32)CC1 (centres undefined)	10	-2	-0.5	-1	nt	2.1	-10	-0.1	4	0.8
Cc1cccn2c(=O)c(C=C(C#N)C#N)c(N3CCN(c4ccccc4)CC3)nc12	5	4	nt	-9	0	-0.6	-5	0.3	-4	nt
COc1ccc(Cl)cc1NC(=O)CN1CCC(n2nnc3cc(C)ccc32)CC1	18	2	1.0	-14	-3	2.5	-18	-4.3	-2	-1.1
CCOc1cc(NC(=O)c2ccccn2)c(OCC)cc1NC(=O)c1ccc(Cl)cc1	48	-6	-1.3	nt	-2	1.1	-48	-1.2	-4	-0.5
N#Cc1nc(-c2ccc(Cl)cc2)oc1N1CCCCC1	14	0	0.6	24	nt	1.5	-14	-0.5	nt	0.8
Cc1c(C(=O)N2CCN(C(=O)c3ccco3)CC2)sc2nc(-c3ccc(F)cc3)cn12	29	6	0.1	nt	0	0.2	-29	-0.7	nt	-0.2
O=C(CSc1ncccc1C(=O)O)c1cccc(C(F)(F)F)c1	-28	-1	2.8	20	15	1.2	28	-2.2	-4	1.9
Cc1cnc(C(=O)Nc2ccc(C(C)C)cc2)cn1	4	3	1.1	131*	39*	4.8	-4	-2.7	-6	3.9
CCOc1ccccc1NC(=O)CCC(=O)Nc1ccccc1OCC	10	3	0.1	0	-4	2.5	-10	-0.9	0	0.6
COCOc1ccc(-c2cc(=O)c3c(O)cc(OCOC)cc3o2)cc1	11	4	-1.0	nt	15	1.8	-11	-3.1	5	4.4
COc1ccc(N=C2C(=Nc3ccc(OC)cc3)N(c3ccc(OC)cc3)C(=S)N2C)cc1	46	-12	-0.8	10	nt	nt	-46	-1.2	1	1.5
CCOC(=O)c1c(-c2cccc(C)c2)csc1NC(=O)c1c(-c2ccccc2)noc1C	40	-3	1.4	-12	nt	-0.2	-40	-1.0	-1	5.6
COc1ccc(NC(=O)c2ccco2)cc1NC(=O)COc1ccccc1[N+](=O)[O-]	36	-3	-1.0	3	-3	1.6	-36	-1.0	3	1.5
CC(C)Oc1ccc(CCc2nnc(SCC(=O)O)n2-c2ccccc2)cc1	-20	-2	-1.6	-3	-2	2.4	20	0.3	1	-3.0
O=C(Cn1cnc2c(cnn2-c2ccc(F)cc2)c1=O)N1CCN(c2ccccc2)CC1	-5	0	nt	12	nt	1.7	5	0.5	8	nt
COc1ccc(-c2nc(C#N)c(NCCCN(C)C)o2)cc1OC	-11	2	-2.6	18	nt	1.1	11	-1.8	0	0.2
C[C@@H]1CN([C@@H](C)CO)C(=O)Cc2cc(NC(=O)Nc3cccc4ccccc34)ccc2O[C@@H]1CN(C)Cc1ccc(C(F)(F)F)cc1	-19	-6	0.4	-18	-17	3.0	19	-0.6	-3	1.9
COC(=O)C(C)Sc1ncnc2c1nnn2-c1ccc(F)cc1 (centres undefined)	11	-2	0.2	11	nt	-1.0	nt	-2.6	-1	-0.8
Nc1nnnn1CC(=O)N/N=C/c1ccccn1	-25	-2	2.7	nt	2	1.5	25	-1.9	nt	1.3
O=C1CN(C(=O)CSc2nc(-c3ccc(Cl)cc3)cs2)c2ccccc2N1	21	0	2.3	-1	-8	3.4	-21	-2.1	-2	0.7
COc1ccccc1N(C(=O)CNC(=O)c1ccco1)C(C(=O)NC1CCCC1)c1ccncc1 (centres undefined)	-8	-1	1.6	7	nt	0.7	8	-0.7	nt	1.0
